Screening results: PubChem BioAssay, Sanford-Burnham Center for Chemical Genomics
SENP1 FRET inh = human SENP1 catalytic domain inhibitors, primary screen, biochemical, FRET, uHTS; Sentrin-specific protease 1 (Homo sapiens), Q9P0U3; recombinant SENP1 catalytic domain, CyPet-SUMO1-YPet FRET cleavage; inhibition, % at 10 µM; hit rate 0.21% among 360,000;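 active = inhibition at least 30% at 10 µM, raw YFP signal under a set limit, fluorescence ratio 0.5 to 1.5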;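 also: 0% = enzyme with DMSO and 100% = no enzyme wells; some results filed as inactive read as strong as hits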
Target sequence (Q9P0U3 419-644 limits assumed): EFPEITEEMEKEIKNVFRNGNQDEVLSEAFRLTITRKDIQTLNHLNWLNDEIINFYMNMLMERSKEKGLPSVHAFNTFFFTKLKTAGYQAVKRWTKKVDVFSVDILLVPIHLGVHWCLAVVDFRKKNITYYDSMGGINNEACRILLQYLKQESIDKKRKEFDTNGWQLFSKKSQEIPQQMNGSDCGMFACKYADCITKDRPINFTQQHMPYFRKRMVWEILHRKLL
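Controls: no-enzyme wells low, DMSO-plus-enzyme wells high control. Test system: human recombinant His6-tagged SENP1 catalytic domain enzyme. Reagent: SFCypet-SUMO1-SFYpet FRET protein substrate, 25 nM final. Doses: one dose per compound, 10 µM, 0.5% DMSO. Detection: FRET, CFP and YFP emission. Timing: 50 min reaction at room temperature.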
SENP8 block-1 = human SENP8 protease inhibitors, primary screen, biochemical, fluorescence, Nedd8 protein substrate, uHTS | Sentrin-specific protease 8 (Homo sapiens), Q96LD8 | recombinant SENP8 | inhibition, % at 20 µM | hit rate 0.64% among 360,000 | AID 602440, 2012; in the data active = inhibition mostly above about 40%, no sharp cut-off; inactive = mostly below about 27%
Target sequence (Q96LD8 whole entry, looked up): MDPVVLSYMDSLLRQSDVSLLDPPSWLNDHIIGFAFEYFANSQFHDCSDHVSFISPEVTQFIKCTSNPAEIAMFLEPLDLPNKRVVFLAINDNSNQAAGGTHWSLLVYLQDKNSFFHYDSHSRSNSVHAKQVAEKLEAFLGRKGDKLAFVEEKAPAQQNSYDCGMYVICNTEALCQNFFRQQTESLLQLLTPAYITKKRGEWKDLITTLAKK
Apaf1 inhib = inhibitors of human Apaf-1 apoptosome, primary screen, biochemical, DEVD-Rh110 fluorescence, uHTS | reconstituted apoptosome caspase-3 activity | inhibition, % at 20 µM | hit rate 0.71% among 330,000 | AID 489030, 2010; active = inhibition of at least 40% at 20 µM;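 also: plate controls were DMSO wells for no effect and DEVD-CHO caspase inhibitor wells for full effect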
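Material: cell-free apoptosome with Apaf-1, procaspase-3 and caspase-9; Buffer or medium: Hepes pH 7.5 with detergent and BSA; Reagent: cytochrome c trigger plus (Z-DEVD)2-Rh110 caspase-3 substrate; Times: compound with Apaf-1, dATP, procaspase-3 30 min, then 50 min reaction, room temperature; Technique: Rh110 fluorescence intensity.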
SENP6 inh = SENP6 protease inhibitors, primary screen, biochemical, luminescence, uHTS. Sentrin-specific protease 6 (Homo sapiens), Q9GZR1. Recombinant SENP6 catalytic domain, aminoluciferin luminescence. inhibition, % at 10 µM. hit rate 1.8% among 330,000. AID 2599, 2010;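 active = inhibition above about 50% at the single tested dose, limit read from the data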;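 also: plate controls were DMSO wells with enzyme for no effect and DMSO wells lacking enzyme for full effect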
Target sequence (Q9GZR1 628-1112 limits assumed): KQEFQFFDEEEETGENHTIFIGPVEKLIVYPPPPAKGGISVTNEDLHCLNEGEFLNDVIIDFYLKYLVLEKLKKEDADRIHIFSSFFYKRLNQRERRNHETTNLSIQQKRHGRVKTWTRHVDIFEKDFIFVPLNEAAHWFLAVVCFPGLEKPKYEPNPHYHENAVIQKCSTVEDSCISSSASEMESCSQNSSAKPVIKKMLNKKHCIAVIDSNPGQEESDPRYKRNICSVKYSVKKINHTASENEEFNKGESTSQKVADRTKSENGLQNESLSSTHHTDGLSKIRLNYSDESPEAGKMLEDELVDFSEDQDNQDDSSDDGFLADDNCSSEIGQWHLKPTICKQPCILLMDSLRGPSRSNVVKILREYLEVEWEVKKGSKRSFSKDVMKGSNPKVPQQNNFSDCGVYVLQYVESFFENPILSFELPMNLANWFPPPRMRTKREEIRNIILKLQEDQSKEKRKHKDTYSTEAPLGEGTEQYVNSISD
HKDC1 inh = HKDC1 hexokinase inhibitors, primary screen, biochemical, fluorescence, uHTS | Q2TB90 | recombinant HKDC1, G6PDH/diaphorase resazurin coupled fluorescence | inhibition, % at 20 µM | hit rate 0.16% among 340,000 | AID 493160, 2011;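 active = inhibition above about 35% when tested at 20 µM, limit read from the data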;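 also: plate controls were DMSO wells with enzyme for no effect and DMSO wells lacking enzyme for full effect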
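Incubation: 90 min at room temperature in dark / Material: recombinant HKDC1 (HK5) hexokinase enzyme, produced in-house / Quantity: enzyme 5 µg/mL final / Compound: one dose of 20 µM, 1% DMSO / Reagent: glucose and ATP substrates / Buffer or medium: Tris pH 8.0 buffer with MgCl2, Tween-20, BSA, BME / Technique: resorufin fluorescence at 613 nm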
PfG6PD inh = PfG6PD enzyme inhibitors, primary screen, biochemical, fluorescence intensity, uHTS; glucose-6-phosphate dehydrogenase-6-phosphogluconolactonase (Plasmodium falciparum 3D7); PfGluPho enzyme, NADPH resazurin-diaphorase fluorescence; inhibition, % at 20 µM; hit rate 0.78% among 350,000; AID 504690, 2011;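 active = inhibition reaching at least a set limit at 20 µM in the primary screen, cut at about 59% in these data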;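 also: 0% = DMSO wells with substrate and 100% = DMSO wells lacking glucose-6-phosphate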
SENP7 inh = SENP7 protease inhibitors, primary screen, biochemical, luminescence, uHTS; inhibition, % at 5 µM; AID 434973, 2010; Sentrin-specific protease 7 (Homo sapiens), Q9BQF6; recombinant SENP7, Z-RLRGG-aminoluciferin luminescence, 40 min; hit rate 1.5% among 330,000;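 active = inhibition above about 50% at the single test dose, limit read from the data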;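 also: plate controls were DMSO with enzyme for no effect and no enzyme buffer wells for full effect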
SENP8 block-2 = SENP8 protease inhibitors, primary screen, biochemical, luminescence | hit rate 1.2% among 330,000 | AID 2540, 2010 | purified SENP8, Z-RLRGG-aminoluciferin cleavage | Sentrin-specific protease 8 (Homo sapiens), Q96LD8 | inhibition, % at 10 µM; in the data active = inhibition above about 50%
NLRP3 yeast inh = NALP3 inflammasome inhibitors in reconstituted yeast, primary screen, luminescence, uHTS; inhibition, % at 10 µM; AID 2825, 2010; Yeast reconstituted NLRP3/ASC/caspase-1, beta-gal luminescence, 24 h; hit rate 0.39% among 330,000;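 active = inhibition of 50% or more; inactive = inhibition below 50%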;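 also: plate controls were induced DMSO wells for no effect and uninduced yeast grown without galactose for full effect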
Active calls of the source: *; i = inactive; . = not tested or not shown.

SMILES | SENP1 FRET inh | SENP8 block-1 | Apaf1 inhib | SENP6 inh | HKDC1 inh | PfG6PD inh | SENP7 inh | SENP8 block-2 | NLRP3 yeast inh
CCC1(c2ccc(F)cc2)NC(=O)N(CC(=O)Nc2cccc(S(=O)(=O)N3CCCC3)c2)C1=O (stereo not given) | 2 | -3 | . | . | 0 | 0 | . | . | .
COc1ccc(/C=N\NC(=O)c2nn(C)cc2Cl)cc1CN1CCOCC1 | 4 | 7 | 0 | 28 | 10 | -20 | 3 | 7 | 10
CCOC(=O)Nc1ccccc1C(=O)N1CCOCC1 | 1 | 14 | 4 | -2 | 1 | -1 | -8 | -6 | 15
NC(=O)c1ccc(-n2nnnc2SCC(=O)Nc2ccccc2F)cc1 | 4 | 6 | -5 | -36 | -6 | -4 | 4 | 12 | 13
S=c1[nH]nc(-c2ccco2)n1/N=C/c1cccs1 | 1 | 20 | 8 | -16 | -9 | 16 | -1 | -2 | 13
Cc1ccc(S(=O)(=O)n2[nH]c(=O)cc2NC(=O)c2cccs2)cc1 | . | . | 0 | -2 | . | . | -13 | -16 | -6
Cc1ccc(C2=C(CC(=O)O)C(=O)CC2)cc1 | -1 | 14 | 4 | -13 | -1 | -13 | 5 | 1 | -6
Cc1cc(C)nc(SCC(=O)NC2=NC(=O)C(C)S2)n1 (stereo not given) | . | . | -3 | -3 | 12 | 16 | 5 | 10 | -1
N#Cc1c(-c2ccccc2)nc2n(-c3ccccc3)nc(C(=O)Nc3ccccc3)n2c1=O | -1 | i | 29 | -10 | -5 | -13 | -14 | -11 | -11
COc1ccc(-c2csc(NC(=S)NC(=O)/C=C/c3ccco3)n2)cc1Br | -2 | 43* | -5 | -13 | -2 | -8 | -3 | -5 | 0
CCCCCn1c(Br)nc2c1c(=O)n(CC(N)=O)c(=O)n2C | 2 | 14 | 2 | -6 | -5 | -9 | -7 | -1 | 6
O=C(c1ccco1)N1CCN(c2nc(C3CC3)nc3sc4c(c23)CCCC4)CC1 | -2 | -90 | 15 | -14 | 1 | 0 | 6 | -1 | 13
O=C(O)CC1NCCc2ccccc21 (stereo not given) | 3 | 12 | 3 | 7 | -2 | -15 | -10 | -5 | 2
CCOc1ccc(S(=O)(=O)Nc2cccc(C(=O)NCC3CCCO3)c2)cc1 (stereo not given) | 0 | 8 | -6 | -13 | 1 | -13 | 0 | -1 | 9
N#Cc1ccccc1NC1=CC(=O)CCC1 | -10 | -24 | -25 | 23 | -9 | 2 | 4 | 1 | -1

3 records drawn at random from those above:
SMILES | SENP1 FRET inh | SENP8 block-1 | Apaf1 inhib | SENP6 inh | HKDC1 inh | PfG6PD inh | SENP7 inh | SENP8 block-2 | NLRP3 yeast inh
Cc1ccc(C2=C(CC(=O)O)C(=O)CC2)cc1 | -1 | 14 | 4 | -13 | -1 | -13 | 5 | 1 | -6
COc1ccc(/C=N\NC(=O)c2nn(C)cc2Cl)cc1CN1CCOCC1 | 4 | 7 | 0 | 28 | 10 | -20 | 3 | 7 | 10
O=C(O)CC1NCCc2ccccc21 (stereo not given) | 3 | 12 | 3 | 7 | -2 | -15 | -10 | -5 | 2

Next part
SMILES | SENP1 FRET inh | SENP8 block-1 | Apaf1 inhib | SENP6 inh | HKDC1 inh | PfG6PD inh | SENP7 inh | SENP8 block-2 | NLRP3 yeast inh
Cc1cc(C)c(C)c(SCC(=O)Nc2oc(C)c3c(C)n[nH]c(=O)c23)c1C | -3 | -6 | 9 | -14 | 8 | 29 | -2 | -8 | 3
C=CCOc1ccc(C2/C(=C(/O)c3ccc(OC)cc3)C(=O)C(=O)N2CCN2CCNCC2)cc1 (stereo not given) | 1 | 19 | 23 | -1 | -4 | 17 | -2 | -2 | 6
CCCN1CCN(C(=O)C2CCN(c3nnc(C)c4c(C)n(-c5ccc(C)cc5)nc34)CC2)CC1 | 21 | -385 | 6 | -13 | 0 | 6 | -15 | -4 | 27
Cc1ccc(NC(=O)[C@@]2(CC(=O)O)CC(/C=C/c3ccccc3)=NO2)c(C)c1 | 1 | 12 | 2 | -10 | -3 | -3 | 4 | -4 | 5
O=C1C(C=NCc2cccnc2)=C(O)c2ccccc21 | 2 | 0 | . | . | -2 | -7 | . | . | .
Cc1nc(N2CCc3ccccc3C2)[nH]c(=O)c1Cc1ccccc1 | -3 | 5 | 11 | -2 | -11 | -13 | 12 | -1 | 14
Cc1oc(/N=C/c2ccc(Cl)cc2Cl)c(C#N)c1C | -16 | 19 | . | . | -1 | -4 | . | . | .
COc1cccc(C(=O)N(Cc2ccc3c(c2)OCO3)Cc2nc3ccccc3c(=O)[nH]2)c1 | -2 | 26 | 9 | -15 | 0 | 11 | -1 | -3 | 3
COc1cccc(CN(CC(=O)NCc2ccccc2)S(=O)(=O)CCl)c1 | 2 | 12 | 0 | -6 | -6 | -9 | 2 | 0 | -4
COC(=O)Cc1c(C)nc2nc(Cc3ccccc3)[nH]n2c1=O | 0 | 16 | -4 | 2 | 3 | 7 | -4 | -8 | 18
COc1ccc(C(=O)NNC(=O)C(=O)Nc2cccc3ccccc23)cc1 | 3 | 5 | 6 | -22 | -3 | -19 | -1 | 2 | 0
CSc1ccc(/C=N/NC(=O)CN2CCN(Cc3ccccc3Cl)CC2)cc1 | 1 | 0 | 11 | -10 | -4 | 6 | 7 | -3 | 26
CCCNC(=O)COC(=O)c1c2c(nc3ccccc13)CCC2 | -1 | -41 | -2 | -8 | -1 | -4 | -2 | 3 | 12
O=C(CCn1c(=S)oc2ccccc21)Nc1ccc2c(c1)OCCO2 | 0 | 14 | 0 | -1 | 0 | 13 | -4 | -2 | 12
Cc1cc(C)cc(N)c1 | -1 | -3 | -7 | -4 | -4 | 19 | 1 | -1 | 18
Cn1cnnc1SCC(=O)NCCC(c1ccccc1)c1ccccc1 | 1 | 15 | -9 | 2 | -6 | -5 | -2 | -4 | 19
Cc1c(NC(=O)C(C)OC(=O)c2ccc(Br)o2)c(=O)n(-c2ccccc2)n1C (stereo not given) | 1 | 14 | -6 | -14 | -3 | -7 | -19 | -8 | 11
CCOC(=O)CCCc1c[nH]c2ccccc12 | 2 | 2 | 1 | -9 | 2 | -3 | 1 | -8 | 10
Cc1cc(C(=O)NCCCN2CC(C)CC(C)C2)n(-c2ccccc2)n1 (stereo not given) | 4 | 14 | 8 | -10 | -3 | -15 | 9 | -7 | 11
COc1ccc(NC(=O)c2cc([N+](=O)[O-])ccc2NC(=O)CNC2CCCCC2C)c(OC)c1 (stereo not given) | 4 | 24 | 16 | -32 | 1 | 11 | 7 | 2 | 27
Cc1nc2n(c(=O)c1CCN1CCC(c3noc4cc(F)ccc34)CC1)CCCC2 | 0 | 14 | -7 | 1 | 4 | -13 | -1 | 11 | 2
CN(C)C(=O)N1CCCC(C(=O)NCc2ccccc2)C1 (stereo not given) | 3 | 1 | -5 | -8 | -8 | -11 | 3 | 1 | 10
C=CCN=C(NC#N)SCC(=O)NC(C)(C)C | -2 | 15 | -7 | -2 | 1 | -2 | 10 | -5 | -8
O=C(O)c1ccc(/C=N/Nc2ccc(F)cc2F)cc1 | -18 | -54 | -7 | 101* | -6 | -2 | 99* | 96* | 2
CCCCCc1n[nH]c2c1CCCC2 | -2 | -4 | 9 | -8 | 4 | 2 | 0 | 1 | 35
Cc1cccc(NC(=O)C(=O)NCC2CCCN2S(=O)(=O)c2ccccc2)c1 (stereo not given) | -2 | 1 | 17 | 13 | -4 | -1 | 8 | -8 | 21
COc1ccc(-c2nn(Cc3ccccc3)cc2C(=O)N2CCN(c3ncccn3)CC2)cc1 | 2 | -40 | 2 | -10 | 1 | 5 | 0 | 3 | 8
COc1ccc(CC(=O)OC(C)C(=O)NC2CCCCC2C)cc1 (stereo not given) | 2 | 8 | 3 | -8 | -4 | 12 | -2 | 5 | -18
COc1cc(C=NNC(=O)Cn2nc(C)cc2C)ccc1OC(=O)C1CC1 | 0 | 9 | -8 | 0 | -3 | 6 | 0 | 10 | 0
O=C(N=Nc1c(O)n(C2OC(=O)c3ccccc32)c2ccccc12)c1ccco1 (stereo not given) | . | . | 8 | -32 | . | . | -5 | 1 | 7
Cn1c(COc2ccc(Cl)cc2)nc2ccccc2c1=O | -44 | -12 | -5 | -8 | 17 | -2 | -4 | -16 | 35
C=C(C)C(=O)Nc1cccc(C2=NOC3(C2)C[C@@H](C(N)=O)N(C(=O)CC(c2ccccc2)c2ccccc2)C3)c1 (stereo not given in full) | 3 | 7 | -107 | -38 | 2 | 14 | -5 | 9 | 12
CN(CCCNC(=O)c1ccc(/C=N/O)nc1)CCCN(C)Cc1ccccc1 | 0 | 22 | -16 | -3 | -9 | 2 | -8 | -6 | -3
CCC(C)(C)NC(=O)CN(C(=O)CCC(=O)Nc1cc(C)ccn1)c1ccc2c(c1)OCO2 | 3 | 20 | 8 | -14 | 1 | -2 | -6 | -12 | 5
COc1cccc(NC(=O)Cn2c(CCC(=O)O)ccc2-c2ccc(C)cc2)c1 | -6 | -121 | -4 | -6 | -1 | -4 | 7 | 6 | 18
CC(Oc1cc(Cl)ccc1Cl)C(=O)N/N=C\c1ccnn1C (stereo not given) | 0 | 20 | -10 | -8 | -6 | -10 | -3 | 0 | 22
O=C(CSc1nnc(-c2ccccc2)o1)NC1CC1 | -1 | 3 | -9 | 4 | 0 | 12 | 1 | -12 | 16
COc1ccccc1N(CC(=O)NCc1ccc(F)cc1)C(=O)CCC(=O)Nc1ccccn1 | 1 | 0 | 1 | 4 | -6 | -6 | 6 | 1 | 14
Cc1[nH]c2ccccc2c1/C=C(\C#N)C(=O)NCC1CCCO1 (stereo not given) | -1 | -6 | -8 | 9 | -7 | 9 | 11 | 9 | 17
O=C(Nc1ccccc1-c1ccccc1NC(=O)c1ccco1)c1ccco1 | 1 | -165 | -8 | -21 | -12 | -6 | 1 | 2 | -7
COc1ccc(-c2ccc(S(=O)(=O)N3CCCC3)cc2)cc1 | 3 | -54 | 12 | -5 | -2 | 30 | 2 | -3 | 53*
Cc1cc(C)n(CC(=O)NCCC2=CCCCC2)n1 | -4 | -4 | 0 | 16 | 1 | 12 | 0 | -2 | 3
O=C(COC(=O)Cn1cnc2ccccc21)NCCCc1ccccc1 | 4 | 0 | -3 | -10 | -1 | 4 | 4 | -2 | 12

An unsorted share of the library. Share with any hit: about 4.1%.
